Abeta rescue – A-beta toxicity reversal in yeast | yeast expressing A-beta42, growth rescue, OD600, 48 h; response scale: 0% DMSO, 100% iron-clioquinol control | Potency, µM (highest dose often 46.1 µM), for the others: top-dose growth rescue, usual class: activators | 410,000 tested, 0.063% active; also: potency is read from the fitted curve at half-maximal effect; nearly all actives have a fitted effect of over 55% in size
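Growth rescue measured by 600 nm absorbance after 48 h yeast culture at 30 C with compound. Values normalized between DMSO and an equimolar ferric chloride plus clioquinol control.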
aSyn yeast inh – alpha-synuclein toxicity inhibition in yeast. Yeast expressing alpha-synuclein, growth rescue, BacTiter-Glo, 24 h. 370,000 tested, 0.14% active. Potency, µM (top dose mostly 46.1 µM), without a hit: top-dose growth rescue (activation), most hits filed as activators; also: potency is read from the fitted curve at half-maximal effect; % of control where 0% means no effect; nearly all actives have a fitted effect of over 65% in size
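Galactose-induced alpha-syn yeast (OD600=0.02, raffinose-pregrown) + pinned cpd, 24 hr, 30 deg C; growth by BacTiter-Glo luminescence. Growth restoration scores as activation.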
IL-2 act – IL-2 activation; activation, % (series mostly up to about 46 µM); IL-2 activation reporter assay, cell-based qHTS; stimulated with anti-CD3/CD4/CD28 beads; in transgenic mouse T cells; 360,000 tested, 0.065% active; in the data active = activation above about 50%; inconclusive = mostly about 30% to 49%; also: 0% is about no effect
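Unstimulated transgenic mouse T cells, 750 per well, received compound and, after 60 minutes, anti-CD3/anti-CD4 bead plus anti-CD28 stimulation. EGFP and DsRed were quantified after 18 hours.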
EPAC1 agonist – activates human EPAC1 exchange factor | O95398 | EPAC1 agonist qHTS, biochemical assay; response scale: 100% = response to 6.5 mM cAMP | Potency, µM (series often up to 154 µM), without a hit: top-dose activation, most hits filed as activators | 360,000 tested, 0.073% active | AID 720707; also: potency is read from the fitted curve at half-maximal effect; nearly all actives have a fitted effect of over 60% in size
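Read-out is the fluorescence drop as BODIPY-GDP leaves Rap1B (480 nm excitation, 540 nm emission), recorded every 5 minutes over 30 minutes. Reactions held 100 nM EPAC1, 250 nM Rap1B–BODIPY-GDP and 50 uM GDP, with 6.5 mM cAMP setting full activation.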
WRN inhibitor – blocks human WRN helicase; Q14191; 360,000 tested, 0.46% active; WRN helicase unwinding, fluorescent forked duplex, kinetic; Potency, µM (titrated, usually from 114 µM), inactives show at the top dose activity change, negative = inhibition, hits mostly inhibitors; AID 651768; also: potency is read from the fitted curve at half-maximal effect; % is scaled to controls: 0 for no effect and ±100 for the full control effect; nearly all actives have a fitted effect of over 55% in size
Target sequence (Q14191 whole entry, looked up): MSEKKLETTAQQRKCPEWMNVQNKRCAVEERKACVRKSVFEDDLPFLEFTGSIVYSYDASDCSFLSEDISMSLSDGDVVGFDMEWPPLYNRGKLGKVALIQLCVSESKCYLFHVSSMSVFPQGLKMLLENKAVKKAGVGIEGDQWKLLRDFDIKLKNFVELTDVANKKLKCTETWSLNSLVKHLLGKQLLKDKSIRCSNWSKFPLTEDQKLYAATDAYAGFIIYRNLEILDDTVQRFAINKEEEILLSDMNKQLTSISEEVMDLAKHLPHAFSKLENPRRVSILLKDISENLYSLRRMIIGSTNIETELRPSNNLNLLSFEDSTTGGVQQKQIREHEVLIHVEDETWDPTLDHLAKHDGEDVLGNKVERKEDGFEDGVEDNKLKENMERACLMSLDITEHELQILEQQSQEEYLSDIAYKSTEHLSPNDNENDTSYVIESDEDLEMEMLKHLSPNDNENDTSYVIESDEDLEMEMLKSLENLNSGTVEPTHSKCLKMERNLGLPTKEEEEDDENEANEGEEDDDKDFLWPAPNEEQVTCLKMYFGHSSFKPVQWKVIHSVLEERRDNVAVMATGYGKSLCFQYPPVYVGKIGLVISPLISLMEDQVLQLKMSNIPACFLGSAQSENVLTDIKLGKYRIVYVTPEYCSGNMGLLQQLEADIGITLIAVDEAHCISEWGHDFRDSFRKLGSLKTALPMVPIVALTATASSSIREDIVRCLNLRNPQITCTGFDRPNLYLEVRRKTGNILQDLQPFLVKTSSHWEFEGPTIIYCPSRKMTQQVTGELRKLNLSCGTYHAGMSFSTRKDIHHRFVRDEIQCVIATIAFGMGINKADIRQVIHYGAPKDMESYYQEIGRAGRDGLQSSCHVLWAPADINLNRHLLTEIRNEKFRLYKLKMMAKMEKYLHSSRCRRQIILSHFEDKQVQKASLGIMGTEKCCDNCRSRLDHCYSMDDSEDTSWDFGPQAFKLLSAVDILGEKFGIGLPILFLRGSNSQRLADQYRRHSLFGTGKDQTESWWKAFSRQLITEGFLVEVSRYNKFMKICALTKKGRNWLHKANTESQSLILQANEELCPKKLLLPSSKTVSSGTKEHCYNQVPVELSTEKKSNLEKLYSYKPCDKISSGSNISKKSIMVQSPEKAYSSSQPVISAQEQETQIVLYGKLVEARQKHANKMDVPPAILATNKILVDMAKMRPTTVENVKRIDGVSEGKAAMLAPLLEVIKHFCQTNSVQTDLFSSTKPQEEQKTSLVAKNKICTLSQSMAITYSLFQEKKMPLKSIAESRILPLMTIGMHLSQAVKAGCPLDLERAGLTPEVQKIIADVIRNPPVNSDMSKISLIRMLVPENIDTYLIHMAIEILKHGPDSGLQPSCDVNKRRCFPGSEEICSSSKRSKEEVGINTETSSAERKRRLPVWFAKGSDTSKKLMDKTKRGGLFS
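Kinetic red-fluorescence monitoring (525/598 nm) tracks WRN helicase activity after 100 nM fluorophore-quencher forked duplex and 2 mM ATP are added to 20 nM enzyme pretreated 15 min at room temperature with compound.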
EPAC1 antag – blocks human EPAC1 exchange factor. AID 720709. Potency, µM (titrated, usually from 115 µM), for the others: at the highest dose activity change, negative = inhibition, usual class: inhibitors. O95398. EPAC1 GEF assay, Rap1b-BODIPY-GDP exchange fluorescence. 360,000 tested, 0.14% active;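 also: potency is read from the fitted curve at half-maximal effect; plate controls were vehicle for no effect and positive control for full effect; nearly all actives have a fitted effect of over 50% in size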
PI5P4Ka inh – inhibitors of human PI5P4K alpha; P48426; PI5P4Kalpha enzyme, ADP-Glo luminescence, 60 min; stronger effect = lower value; max response, %; 330,000 tested, 1.2% active; active = max response of -50% or lower; inconclusive = between -30% and -50%; inactive = -30% or higher; also: value at the top dose of about 77 µM; % is scaled to controls: 0 for no effect and ±100 for the full control effect
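Controls without substrate or without enzyme flank wells where PI5P4Kalpha converts substrate using 5 microM ATP (final). Incubation lasts 60 minutes at room temperature; ADP formed is read by ADP-Glo luminescence.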
FUS suppressor – suppressors of FUS proteinopathy in yeast. S. cerevisiae FUS-expressing, growth rescue, OD600, 24 h. Potency, µM (titrated, usually from 76.6 µM), for the others: top-dose growth rescue (activation), hits mostly activators. 390,000 tested, 0.24% active. AID 1347120;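 also: potency is read from the fitted curve at half-maximal effect; plate controls were DMSO vehicle for no effect and reference control for full effect; nearly all actives have a fitted effect of over 55% in size; some results filed as inactive show a strong effect at the top dose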
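Yeast FUS proteinopathy model; galactose-induced FUS (2%), starting OD 0.005. Cpds in dilution series, 24hr, 30C, 99% humidity. Abs 600 nm growth. Pos ctrl CP55940 (top 92uM final); neg ctrl DMSO.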
PLK1 PBD block – inhibitors of human PLK1 polo-box domain binding. Plk1 PBD binding of FITC phosphopeptide, fluorescence polarization. Potency, µM, for the others: max response, negative = inhibition, actives largely listed as inhibitors. 360,000 tested, 2.8% active. AID 720504; also: potency is read from the fitted curve at half-maximal effect; series mostly up to about 57 µM; % is scaled to controls: 0 for no effect and ±100 for the full control effect; nearly all actives have a fitted effect of over 65% in size
* hit, by the source's call; ? = inconclusive; · = not tested or not shown; & = joins results of further samples; ! = not active in a repeat; [ ] = remark or other dose. Unless noted, calls follow the shape of the dose curve; as a rule, active = well fitted curve in the direction sought with a large enough effect; inconclusive = small, poorly fitted or top-dose-only effect, or another doubt; inactive = no such curve, though single readings can be large; an effect the other way counts as inactive or inconclusive.

SMILES	Abeta rescue	aSyn yeast inh	IL-2 act	EPAC1 agonist	WRN inhibitor	EPAC1 antag	PI5P4Ka inh	FUS suppressor	PLK1 PBD block
O=C(OCn1nnc2ccccc2c1=O)c1ccc(S(=O)(=O)N2CCOCC2)cc1	-5%	1%	-1.1	1%	-6%	3%	-1	-5%	2%
CN(C)c1ccc(S(=O)(=O)N2CCCCC2)cc1NC(=O)C1CSC2(C)CCC(=O)N12 (stereo not drawn)	3%	0%	0.4	0%	0%	-7%	1	26%	-9%
COc1ccc(N/N=C/c2c(C(=O)O)ccc3ccccc23)cc1	?	25%	0.8	5%	-12%	-1%	-11	-6%	-1%
S=C(NCC1CCCO1)Nc1ccc(Cl)cc1Cl (stereo not drawn)	13%	-10%	-0.3	10%	-7%[57.1 µM]	21%	1	-5%	?
COc1ccc(NC(=S)N/N=C/c2cccn2Cc2ccc(F)cc2Cl)cc1	5%	3%	-1.2	2%	-10%	-25%	0	2%	-5%
Cc1c(-c2ccccc2)n(O)[n+]([O-])c1-c1ccccc1	0%	-6%	0.2	11%	5%	1%	-1	-27%	-10%
CC(Sc1nc2c(c(=O)[nH]1)CCCC2)C(=O)Nc1ccccc1C#N (stereo not drawn)	6%	-6%	0.4	9%	3%	-4%	-1	5%	0%
CCN(CC)S(=O)(=O)c1ccc(C)c(NC(=O)Cc2ccc(S(=O)(=O)N3CCOCC3)s2)c1	1%	-2%	-1.3	-18%	-6%	2%	2	?	0%
COc1ccc(NC(=O)CC(C(=O)O)C(C)c2ccccc2)cc1 (stereo not drawn)	6%	-5%	-0.6	5%	9%	-7%	2	-6%	-17%
S=C(NC1CCCCC1)NC1CC2C=CC1C2 (stereo not drawn)	11µM*	-7%	-1.9	-1%	1%	-9%	-10	10%	-5%
CCCC(=O)Nc1nnc(CC(=O)OCC)s1	2%	2%	0.8	4%	-19%	-5%	2	-13%	-4%
Cc1ccc(-c2ccc(C(=O)Nc3ccccc3)o2)c2ccccc12	-3%	9%	-1.8	9%	-11%	-1%	8	17%	-12%
O=C(c1ccccc1Cl)N1CCN(c2ncccn2)CC1	-16%	0%	-4.2	-2%	-3%	4%	-1	-9%	2%
COc1ccc(C(=O)c2c3ccc(OC)cc3[n+]([O-])n2CCCC(N)=O)cc1	1%	-2%	1.5	-9%	4%	-20%	-5	-3%	-12%
Cc1cccc(OCC(=O)N2CCN(C(=O)COc3ccc(Cl)cc3)CC2)c1	11%	-1%	-0.1	0%	-7%	6%	2	-1%	0%
COc1ccccc1CNc1nc(NCc2ccc3occc3c2)c2sccc2n1	-17%	?	-0.7	28%	-8%	1%	·	31%	4%
COC(=O)c1ccc(Nc2nc(C)cc(=O)[nH]2)cc1	-6%	-5%	0.8	4%	6%	-1%	0	21%	-10%
Cc1ccc2c(c1)c(C)c(C)n2CC(O)CN1CCCCC1C (stereo not drawn)	1%	9%	-1.3	-4%	-5%	3%	0	-6%	-1%
Cc1cc(S(=O)(=O)N2CCCCC2CCNC(=O)C(=O)NCc2cccnc2)ccc1F (stereo not drawn)	7%	1%	1.1	-7%	-28%	3%	-6	16%	-20%
CC(=O)C1C(c2ccc([N+](=O)[O-])cc2)c2c(noc2C)CC1(C)O (stereo not drawn)	-3%	1%	-2.3	-1%	-2%	7%	2	-3%	-2%
O=C(CCl)Nc1cc2[nH]c(=O)[nH]c2cc1Br	-8%	1%	-0.5	-2%	-9%[11.6 µM]	-19%	-2	19%	-18%
O=C(NCCc1ccc(Cl)cc1)C1CCC(=O)N1Cc1ccc(F)cc1 (stereo not drawn)	3%	6%	-0.8	-23%	4%	-7%	0	-3%	-11%
N#Cc1ccccc1S(=O)(=O)N1CCN(C(=O)CN2CCCSc3ccccc32)CC1	3%	8%	0.1	-21%	-9%	-28%	4	17%	-6%
Cn1cc(S(=O)(=O)N2CCC3(CC2)OCCO3)c(=O)n(C)c1=O	-2%	-1%	1.7	-6%	-5%	-21%	4	-22%	2%
NC(=O)CC(NC(=O)Cc1ccc(Br)cc1)c1ccc(NC2CCCC2)c([N+](=O)[O-])c1 (stereo not drawn)	-12%	-3%	0.4	4%	6%	4%	1	-17%	-1%
Cc1cc(C)n(CC(O)COc2c(C)cccc2C)n1 (stereo not drawn)	13%	8%	-0.1	9%	8%	5%	2	-33%	0%
COCCNc1nc(Nc2ccc(C)cc2C)c2sc(-c3ccccc3)cc2n1	-28%	-15%	-0.7	0%	-17%	-14%	-19	18%	-8%
Cc1nc(-c2ccc(S(=O)(=O)Oc3ccccc3Cl)s2)cs1	4%	1%	-0.8	20%	6%	-20%	12	5%	-10%
O=C(/C=C\c1ccc2c(c1)OCO2)NC1(C(=O)Nc2ccc3c(c2)OCO3)CCCCC1	-8%	1%	-3.2	6%	5%	18%	6	-2%	-1%
c1ccc(-n2c(-c3ccco3)nnc2-c2ccco2)cc1	-22%	-1%	-0.4	-8%	5%	10%	-6	-20%	-8%

The last 4 compounds of the part above come first, to join the parts:
SMILES	Abeta rescue	aSyn yeast inh	IL-2 act	EPAC1 agonist	WRN inhibitor	EPAC1 antag	PI5P4Ka inh	FUS suppressor	PLK1 PBD block
COCCNc1nc(Nc2ccc(C)cc2C)c2sc(-c3ccccc3)cc2n1	-28%	-15%	-0.7	0%	-17%	-14%	-19	18%	-8%
Cc1nc(-c2ccc(S(=O)(=O)Oc3ccccc3Cl)s2)cs1	4%	1%	-0.8	20%	6%	-20%	12	5%	-10%
O=C(/C=C\c1ccc2c(c1)OCO2)NC1(C(=O)Nc2ccc3c(c2)OCO3)CCCCC1	-8%	1%	-3.2	6%	5%	18%	6	-2%	-1%
c1ccc(-n2c(-c3ccco3)nnc2-c2ccco2)cc1	-22%	-1%	-0.4	-8%	5%	10%	-6	-20%	-8%
COc1cccc(CCNC(=O)CCCC(=O)c2ccccc2)c1	0%	3%	1.8	-6%	3%	13%	1	-31%	-1%
COc1cc(Cl)ccc1OC1(C)CCN(Cc2ccccc2OC(F)F)C1 (stereo not drawn)	-8%	-6%	-0.9	-5%	2%	1%	6	-18%	1%
CCOC(=O)C1(C)CCN1C(=O)c1ccccc1C(F)(F)F (stereo not drawn)	25%	1%	-0.4	-12%	4%	10%	-2	5%	-3%
Nc1ccc(S(=O)(=O)c2ccc(NC(=O)c3cccnc3)cc2)cc1	4%	3%	-0.6	-2%	-12%	9%	0	34%	-13%
O=C(Nc1ccc(N2CCCC2)c(Cl)c1)c1ccccc1F	3%	-9%	-2.2	12%	0%	0%	0	-45%	-2%
Cc1nc2c(sc3nc4c(cc32)COC(C)(C)C4)c(=O)n1Cc1ccccc1	10%	-6%	-1.6	0%	-35%[57.1 µM]	0%	0	-41%	2%
Nc1ccc(Nc2nc3ccccc3[nH]2)cc1	-1%	-12%	-1.6	8%	8%	3%	-52*	14%	-12%
Cc1cc(/C=N/NC(=O)c2cccc(F)c2)c(C)n1-c1ccccc1	-23%	-9%	0.1	0%	2%	-8%	-21	23%	-10%
NC(=O)c1ccccc1Nc1nc2nc3ccccc3c(=O)n2cc1Br	6%	0%	0.8	4%	-29%	-13%	-4	18%	-16%
O=C(NN1C(=O)/C(=C/c2ccc(O)cc2)SC1=S)c1ccccc1O	-15%	1%	3.1	18%	-14%[11.6 µM]	-30%	?	-20%	77%[activator]
CCOC(=O)c1cc2ccccc2n1CC(=O)c1ccccc1	3%	-1%	-0.3	8%	11%	-7%	2	-8%	-8%
Cc1cc(NC(=O)C(C)SCC(=O)N(Cc2ccccc2)c2ccccc2)no1 (stereo not drawn)	-4%	8%	-0.5	5%	-6%	-24%	5	10%	-4%
Cc1sc2nc(COC(=O)c3ccc(N4CCCC(C)C4)c([N+](=O)[O-])c3)[nH]c(=O)c2c1C (stereo not drawn)	-2%	16%	-1.4	-3%	-6%	4%	7	11%	-6%
C[C@H](O)[C@@H]1CN2CCc3c([nH]c4ccccc34)[C@@H]2C[C@@H]1N(C)C(=O)Nc1cc(Cl)cc(Cl)c1	-17%	-6%	-3.3	?	-3%	-28%	-1	2%	-18%
Cc1cc(C(=O)OCC(=O)Nc2nnc(C(C)C)s2)c2ccccc2n1	13%	5%	0.2	-9%	-5%	-8%	-6	·	-7%
CCOC(=O)C1CCN(C(=O)COC(=O)c2nn(C)c(=O)c3ccccc23)CC1	0%	-6%	-3.4	-8%	-1%	-9%	9	10%	-2%
Cc1noc(C)c1COc1cccc(C(=O)Oc2ccc3c(c2)OCO3)c1	-5%	-13%	0.5	30%	-8%	-10%	·	16%	-6%
CCOC(=O)C1(C)CCCN(C(=O)Cc2ccc3ccccc3c2)C1 (stereo not drawn)	-27%	10%	0.5	-5%	-6%	2%	0	17%	-13%
COC(=O)[C@H]1C[C@H]1[C@@H](NC(=O)c1ccc[nH]1)c1ccccc1	4%	-5%	-0.4	1%	4%	-9%	-1	-30%	-8%
COc1ccc(C(=O)Cc2ccc(OC)c(OC)c2)cc1	13%	0%	0.8	-1%	1%	4%	·	2%	-4%
O=C(NCc1cccnc1)c1ccc2c(c1)OCO2	-1%	-16%	-1.3	1%	9%	-6%	5	18%	-6%
CCOc1ccccc1N1CCN(C(=O)c2c(-c3ccccc3Cl)noc2C)CC1	-7%	4%	-2.3	2%	3%	-14%	8	·	-3%
O=C(c1cccc(Cl)c1)N1CCC2CC1c1cc(N3CCOCC3)ccc12 (stereo not drawn)	1%	0%	0.2	-3%	-1%	-13%	-1	12%	-2%
CCCCC(=O)Nc1cc2nn(-c3ccc(OC)cc3)nc2cc1C	-12%	0%	-2.5	11%	-1%	6%	·	14%	-8%
CCN1CCN(Cc2ccc(NC(=O)c3ccc(C)c(NC(=O)C(=O)c4c[nH]c5ccccc45)c3)cc2C(F)(F)F)CC1	-19%&-19%&-1%	-9%&-21%&-38%	-3.2&-0.6&-0.3	11%&-11%&-23%	-2%&-3%&2%	?	-77*!	?	-9%&-11%&-3%
